Screens: PubChem BioAssay, several laboratories
NF-kB expr up – activators of NF-kB expression in neurons, primary screen, cell-based, HTS. AID 1239, 2008. 1.6% of 190,000 active. human neuronal cells, NF-kB reporter expression; active compounds read high. fold change at 12.5 µM; in the data active means fold change above about 3.3
DTT redox prof – compounds producing H2O2 with reducing agent – biochemical, NIH compound library profiling, artefact control for MLSCN library redox annotation, primary screen; activation, % at 10 µM; 0.03% of 200,000 active; DTT-dependent redox cycling H2O2, phenol red/HRP absorbance; 100% = 100 µM peroxide control, 0% = buffer; AID 878, 2007;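 active means activation of at least 50% relative to the plate's high and low controls in the primary single-dose screen; inactive means activation below 50%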;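 further: compound incubated with DTT at 0.8 mM final as the reducing agent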
APP 5'UTR act – activators of APP 5'UTR luciferase reporter, primary screen, SH-SY5Y cells | SH-SY5Y APP 5'UTR luciferase reporter, luminescence; zero percent = DMSO vehicle wells | activation, % at 2 µM | 1% of 190,000 active;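 active means activation above a set limit, based on mean plus 3 SD of controls, cut at about 140% in these data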; further: values of inactives mirror those of a sister screen read the other way
STAT3 inh – IL-6 driven STAT3 reporter inhibitors, primary screen, U3A cells, luciferase, luminescence, MLSCN library. inhibition, % at 5.5 µM. IL-6 STAT3-luciferase reporter; host cell line lacks STAT1. 0.89% of 190,000 active;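 active means inhibition above the mean inhibition across all screened compounds plus 3 SD, cut at about 44% in these data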;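 further: 0% = DMSO only wells and 100% = 100 µM nifuroxazide control wells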
Efa HMGR inh – inhibitors of E. faecalis class II HMGR, primary screen, biochemical, Enterococcus faecalis; HMG-CoA reductase (Enterococcus faecalis, mvaE); purified E. faecalis HMGR, NADPH absorbance 340 nm kinetic; inhibition, % at 10 µM; 0.41% of 190,000 active;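 active means inhibition above a set limit, the median over all tested compounds plus 3 SD, cut at about 9.5% in these data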;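 further: enzyme runs in reverse so mevalonate oxidation gives rising NADPH absorbance; 0% = complete reaction with DMSO and 100% = background rate lacking mevalonate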
STAT1 inh – STAT1 signaling inhibitors, primary screen, cell-based, HTS, luciferase reporter; NIH 3T3 STAT1-luciferase reporter, IFN-gamma, luminescence; inhibition, % at 5.5 µM; 0.35% of 200,000 active; AID 920, 2007;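 active means inhibition above a set limit, the mean inhibition across all tested compounds plus 3 SD, cut at about 34% in these data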;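 further: 0% = IFN-gamma with DMSO and 100% = IFN-gamma with 300 µM nifuroxazide; values of inactives mirror those of a sister screen read the other way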
STAT1 act – STAT1 signaling activators, primary screen, cell-based, HTS, luciferase reporter | NIH 3T3 STAT1-luciferase reporter, IFN-gamma, luminescence; 100% = IFN-gamma alone, no compound | activation (% of control), % at 5.5 µM | 2.6% of 200,000 active;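 active means activation above the screen-wide mean activation plus 3 SD, cut at about 130% in these data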;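 further: raw ratio to IFN-gamma control signal so 100% means no change and 0% no light; values of inactives mirror those of a sister screen read the other way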
STAT3 act – IL-6 driven STAT3 reporter potentiators, primary screen, U3A cells, luciferase, luminescence, MLSCN library; 0.91% of 190,000 active; activation (% of control), % at 5.6 µM; IL-6 STAT3-luciferase reporter; 100% = signal with IL-6 EC80 alone; AID 871, 2007;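 active means activation above the screen-wide mean of compound activation plus 3 SD, cut at about 130% in these data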;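 further: 0% = background luminescence of wells with medium and substrate only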
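Detection: reporter luminescence signal / Assay system: STAT1-lacking human U3A cells, STAT3 luciferase reporter / Incubation: compound pre-incubation 1 h before IL-6, then 6 h stimulation at 37 °C / Control set: IL-6-only high control / Read-out: % activation relative to IL-6 control / Probe or stimulus: Interleukin-6, 33 ng/mL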
Hsp70 activator – Hsp70 transcriptional activators, primary screen, cell-based, HeLa, Hsp70 promoter luciferase, luminescence, 10 µM; HeLa Hsp70 promoter luciferase reporter; scaled: vehicle 0, proteasome-inhibitor control 100%; activation, % at 10 µM; 0.04% of 200,000 active;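 active means activation above the mean across all tested compounds plus 3 SD, cutoff set per campaign, cut at about 5.5% in these data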;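 further: 100% = MG132 at 30 µM as the positive control and 0% = DMSO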
TLR4-MyD88 BLA – inhibitors of TLR4-MyD88 association in cells, primary screen, cell-based, HeLa CL3-4, BLA complementation, FRET ratio. Toll-like receptor 4 (Homo sapiens) + Myeloid differentiation primary response protein …. HeLa CL3-4 TLR4/MyD88 BLA complementation. inhibition, % at 8.4 µM. 0.18% of 200,000 active. AID 861, 2007; in the data active means inhibition above about 25%;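 further: 0% = vehicle and 100% = reference inhibitor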
Target sequence (O00206 whole entry, looked up): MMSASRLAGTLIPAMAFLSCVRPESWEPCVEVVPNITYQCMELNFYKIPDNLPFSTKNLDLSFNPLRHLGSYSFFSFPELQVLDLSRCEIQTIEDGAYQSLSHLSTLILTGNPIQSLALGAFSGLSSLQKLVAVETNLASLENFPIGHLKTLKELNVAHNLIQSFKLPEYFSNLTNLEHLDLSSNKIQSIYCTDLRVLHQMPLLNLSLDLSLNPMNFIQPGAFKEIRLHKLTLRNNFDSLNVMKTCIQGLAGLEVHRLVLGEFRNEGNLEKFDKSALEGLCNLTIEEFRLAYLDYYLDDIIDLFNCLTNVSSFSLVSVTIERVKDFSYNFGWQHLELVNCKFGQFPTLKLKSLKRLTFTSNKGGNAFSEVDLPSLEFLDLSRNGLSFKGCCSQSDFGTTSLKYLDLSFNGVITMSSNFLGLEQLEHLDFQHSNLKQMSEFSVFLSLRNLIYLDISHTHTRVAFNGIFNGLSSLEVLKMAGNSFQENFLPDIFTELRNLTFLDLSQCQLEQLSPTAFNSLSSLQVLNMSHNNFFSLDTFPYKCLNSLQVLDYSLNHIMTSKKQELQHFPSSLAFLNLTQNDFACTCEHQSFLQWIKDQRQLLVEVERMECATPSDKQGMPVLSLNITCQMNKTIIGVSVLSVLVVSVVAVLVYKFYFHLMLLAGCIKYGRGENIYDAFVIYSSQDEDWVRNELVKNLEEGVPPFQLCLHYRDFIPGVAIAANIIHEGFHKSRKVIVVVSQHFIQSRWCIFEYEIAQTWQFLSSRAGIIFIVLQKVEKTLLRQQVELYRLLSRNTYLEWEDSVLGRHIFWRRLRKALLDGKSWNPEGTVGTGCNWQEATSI
Target sequence (Q99836 whole entry, looked up): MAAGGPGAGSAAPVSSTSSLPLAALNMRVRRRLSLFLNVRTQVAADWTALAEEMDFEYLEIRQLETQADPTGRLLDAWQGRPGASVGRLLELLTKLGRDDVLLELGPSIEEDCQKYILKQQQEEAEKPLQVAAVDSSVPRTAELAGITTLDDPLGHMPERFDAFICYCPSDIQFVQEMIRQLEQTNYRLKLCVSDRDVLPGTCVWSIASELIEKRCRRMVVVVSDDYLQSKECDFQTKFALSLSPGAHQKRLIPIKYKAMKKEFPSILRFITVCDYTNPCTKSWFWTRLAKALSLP
The depositor's hits bear a star; . = no result given.

Order of results: NF-kB expr up | DTT redox prof | APP 5'UTR act | STAT3 inh | Efa HMGR inh | STAT1 inh | STAT1 act | STAT3 act | Hsp70 activator | TLR4-MyD88 BLA
[1] CC(=O)c1ccc(OCC(O)CN2CCOCC2)cc1 (stereo not drawn)
 : 1 | -2.3 | . | 3 | -5 | 0 | 100 | 105 | 0.1 | -7
[2] CC(C)C(NC(=O)c1ccccc1F)C(=O)Nc1nccs1 (stereo not drawn)
 : 1.1 | 0.2 | 2 | 8 | -2 | -3 | 101 | 101 | 0.2 | -19
[3] CCOc1ccc(NC(=O)CSc2nnc(Cn3c(=O)sc4ccccc43)n2C)cc1
 : 1 | -0.4 | 1 | 0 | -3 | -1 | 102 | 101 | 0.1 | 5
[4] CCCc1cc(N2CCCC(C(=O)Nc3ccc(OC)cc3OC)C2)n2ncnc2n1 (stereo not drawn)
 : 1.4 | 0.5 | 13 | 15 | 0 | 1 | 99 | 89 | 0.0 | -14
[5] O=C(NCCCn1ccnc1)c1ccc(S(=O)(=O)N2CCOCC2)cc1
 : 4* | 0.6 | -6 | 12 | -18 | 0 | 99 | 97 | 0.3 | 5
[6] COc1ccc(/C=C/C(=O)OCC(=O)Nc2cc(C(N)=O)cc(C(N)=O)c2)cc1
 : 1.2 | -0.5 | -5 | 10 | 1 | -1 | 98 | 95 | -0.2 | 17
[7] CC(C)C(O)P(=O)(OCc1ccccc1)c1ccc(N(C)C)cc1 (stereo not drawn)
 : 0.84 | 0.0 | 14 | 8 | -2 | 7 | 93 | 97 | 0.0 | 3
[8] CCC(C)C(NC(=O)C1CCC(C)CC1)C(=O)NC(CCSC)C(=O)OC (stereo not drawn)
 : 1.1 | 0.0 | 12 | 9 | -5 | 4 | 96 | 98 | -0.4 | -1
[9] CN(C)CCN(Cc1cc2cc3c(cc2[nH]c1=O)OCO3)C(=S)NCc1ccco1
 : 0.95 | -1.1 | 8 | -4 | -4 | -5 | 104 | 104 | -0.1 | -10
[10] CCn1c(Cc2cccs2)nnc1SCC(=O)Nc1ccc(OC)c(OC)c1
 : 0.99 | 0.0 | 17 | 13 | -9 | 11 | 90 | 92 | -0.2 | -2
[11] Cc1nn(Cc2cccc3ccccc23)c(C)c1NC(=O)c1cccnc1
 : 0.97 | 0.6 | 4 | 8 | -1 | -1 | 98 | 97 | -0.1 | -2
[12] COc1ccc(Br)cc1CNCCSc1nnnn1C
 : 1 | 2.5 | -6 | 4 | -1 | -6 | 106 | 103 | -0.3 | 2
[13] O=C(Nc1ccc(N2CCOCC2)cc1)C1CCCN(S(=O)(=O)c2cccc(C(F)(F)F)c2)C1 (stereo not drawn)
 : 1.1 | -0.1 | 2 | 13 | -1 | 9 | 92 | 94 | -0.2 | 5
[14] CC(C)OCP(=O)(c1ccccc1)c1ccccc1
 : 1.1 | 1.3 | 15 | 5 | -21 | -4 | 103 | 103 | -0.1 | -2
[15] O=C(CC1NCCc2ccccc21)Nc1ccccc1Cl (stereo not drawn)
 : 2 | 13 | -2 | 23 | -5 | -12 | 112 | 82 | 0.1 | -3
[16] COC(=O)c1cc(NC2c3ccccc3C(=O)N2Cc2ccco2)cc(C(=O)OC)c1 (stereo not drawn)
 : 1.1 | -1.5 | 6 | 7 | 1 | -3 | 103 | 102 | 0.1 | -6
[17] COc1ccc(/C=C/C(=O)c2ccc3c(c2)OCCO3)cc1[N+](=O)[O-]
 : 1.2 | -2.9 | -9 | -8 | -6 | -3 | 102 | 114 | 1.5 | 6
[18] Cc1ccc(C)c(-c2cc(C(=O)NNC(=S)NCC(C)C)c3ccccc3n2)c1
 : 0.82 | 0.3 | -4 | -1 | -4 | -5 | 104 | 100 | -0.3 | 11
[19] Oc1ccc(Cl)cc1C1=NCCNC(C(F)(F)C(F)F)=C1
 : 1 | 0.7 | 6 | -2 | 2 | 5 | 95 | 99 | -0.3 | 3
[20] COc1ccc(C(=O)c2coc3ccc(O)c(CN(C)C)c23)cc1
 : 1.3 | -0.8 | 7 | 6 | 1 | -3 | 102 | 99 | -0.2 | -6
[21] CSc1ccc(Cl)c(C(=O)NCc2ccco2)c1
 : 1.3 | -13 | -14 | 17 | -1 | 1 | 99 | 91 | -0.2 | -10
[22] Cc1ccc(CNC(=O)C(=O)NCC2CCCO2)cc1 (stereo not drawn)
 : 1.1 | -0.3 | -12 | 6 | -4 | -4 | 101 | 97 | 0.1 | -1
[23] CC(C)CN1C(=S)SC(C)(C)C1n1oc(=O)n(-c2ccccc2)c1=O (stereo not drawn)
 : 1 | 0.0 | -10 | 6 | -3 | -4 | 103 | 92 | 0.1 | -5
[24] COc1ccccc1N(CC(=O)Nc1ccccc1C)S(C)(=O)=O
 : 0.93 | 3.0 | -16 | -9 | 4 | 4 | 97 | 110 | 0.0 | -2
[25] COc1ccc(C)cc1NC(=O)NC1CCN(Cc2ccccc2)CC1
 : 0.96 | 0.6 | -5 | 9 | -1 | 8 | 93 | 95 | -0.2 | 12
[26] CCSc1n[nH]c2nc3c(c(=O)n12)C1(CCCC1)Cc1ccccc1-3
 : 0.92 | 2.5 | -9 | 1 | -2 | -9 | 108 | 103 | -0.2 | 17
[27] COc1ccc(-n2c(NC(=O)c3ccco3)c(C#N)c3nc4ccccc4nc32)cc1
 : 0.73 | -0.5 | 0 | 16 | 2 | 2 | 98 | 91 | -0.3 | -9
[28] CCCNC(=O)c1nnsc1S(=O)c1ccc(Cl)cc1 (stereo not drawn)
 : 0.13 | 0.1 | -94 | 36 | 0 | 24 | 78 | 74 | 0.2 | 9
[29] CCc1c(C)nc(SCc2ccccn2)[nH]c1=O
 : 1.2 | -0.8 | 16 | 12 | 0 | 12 | 88 | 99 | -0.3 | 2
[30] O=C(N/N=C/c1sc2ccccc2c1O)c1cccc2ccccc12
 : 1.4 | 9.1 | -49 | -8 | -5 | 6 | 95 | 108 | -0.5 | 7
[31] CCCCNC(=S)N1CCn2cccc2C1c1ccccc1 (stereo not drawn)
 : 0.85 | -1.1 | -15 | 0 | -4 | 5 | 94 | 110 | -0.1 | -4
[32] Cc1cc(=O)oc2cc(OCC(=O)c3ccc4c(c3)NC(=O)CO4)ccc12
 : 0.99 | -0.1 | -7 | 28 | 1 | 9 | 91 | 80 | -0.3 | 4
[33] COc1cc(Cl)cc(NC(=O)CCN2CCN(C)CC2)c1
 : 1 | -0.3 | 2 | 4 | -6 | 0 | 100 | 99 | -0.1 | -3
[34] CC(C(=O)c1ccc(-c2ccccc2)cc1)[n+]1ccccc1 (stereo not drawn)
 : 0.76 | -0.5 | -2 | 8 | -4 | -2 | 102 | 99 | 0.2 | -11
[35] COC(=O)c1ccc(/C=N/n2cnnc2)cc1
 : 1.1 | -0.8 | 3 | 19 | 0 | 2 | 98 | 86 | -0.7 | 1
[36] COc1ccc(NC(=O)c2cn(CCC#N)nc2-c2cc3ccccc3o2)cc1
 : 1.4 | -2.5 | -46 | 27 | 2 | -15 | 113 | 81 | 0.4 | -6
[37] N#C/C(=N\O)c1nc2ccccc2s1
 : 1.6 | 1.3 | -3 | 2 | -3 | 2 | 96 | 102 | -0.2 | -20
[38] Cc1ccc2cc(CN(Cc3ccco3)C(=S)NCC3CCCO3)c(=O)[nH]c2c1 (stereo not drawn)
 : 1.3 | -0.2 | 17 | 19 | -2 | 6 | 92 | 86 | 0.0 | -7
[39] Cn1cc([N+](=O)[O-])c(C(=O)Nc2cnn(Cc3ccc(F)cc3)c2)n1
 : 0.64 | -0.2 | -32 | 37 | -1 | 20 | 80 | 70 | -0.3 | -5
[40] N#CCCn1c(-c2nonc2NC(=O)c2ccccc2Cl)nc2ccccc21
 : 1.1 | -4.2 | -10 | 16 | -4 | 2 | 99 | 89 | 0.1 | -4

Looked up one by one from above:
Order of results: NF-kB expr up | DTT redox prof | APP 5'UTR act | STAT3 inh | Efa HMGR inh | STAT1 inh | STAT1 act | STAT3 act | Hsp70 activator | TLR4-MyD88 BLA
[32] Cc1cc(=O)oc2cc(OCC(=O)c3ccc4c(c3)NC(=O)CO4)ccc12
 : 0.99 | -0.1 | -7 | 28 | 1 | 9 | 91 | 80 | -0.3 | 4
[31] CCCCNC(=S)N1CCn2cccc2C1c1ccccc1 (stereo not drawn)
 : 0.85 | -1.1 | -15 | 0 | -4 | 5 | 94 | 110 | -0.1 | -4
[37] N#C/C(=N\O)c1nc2ccccc2s1
 : 1.6 | 1.3 | -3 | 2 | -3 | 2 | 96 | 102 | -0.2 | -20
[39] Cn1cc([N+](=O)[O-])c(C(=O)Nc2cnn(Cc3ccc(F)cc3)c2)n1
 : 0.64 | -0.2 | -32 | 37 | -1 | 20 | 80 | 70 | -0.3 | -5

Continuation.
Order of results: NF-kB expr up | DTT redox prof | APP 5'UTR act | STAT3 inh | Efa HMGR inh | STAT1 inh | STAT1 act | STAT3 act | Hsp70 activator | TLR4-MyD88 BLA
[41] CSc1nc2[nH]ncc2c(=O)n1-c1ccccc1
 : 1.3 | -0.7 | 2 | -3 | -3 | -2 | 101 | 105 | -0.3 | -3
[42] O=S(=O)(c1cnc(Cl)c(Br)c1)N1CCCCCC1
 : 1.9 | 0.4 | 2 | -7 | -1 | -5 | 104 | 104 | 0.0 | -12
[43] Cn1c(CNC(=O)c2cccs2)nnc1SCC(=O)Nc1ccc(Cl)cc1
 : 1.3 | 3.1 | -7 | -5 | -7 | -5 | 105 | 106 | 0.3 | -16
[44] CCN1CCN(C(=S)Nc2cccc(C(F)(F)F)c2)CC1
 : 1.2 | -0.1 | -9 | -8 | -5 | 5 | 98 | 104 | -0.2 | 7
[45] C=CCN1/C(=C(\C#N)C2=NS(=O)(=O)c3ccccc32)N(C)c2ccccc21
 : 1.2 | 0.0 | -1 | -9 | 2 | 4 | 96 | 115 | 0.2 | 0
[46] CC(NC(=S)Nc1c(Br)cccc1OC(F)F)C(C)(C)C (stereo not drawn)
 : 0.89 | 0.1 | -2 | 4 | -5 | 0 | 100 | 95 | -0.7 | 0
[47] Cn1c(=O)c2c(ncn2CC(=O)OCC(=O)Nc2ccccc2)n(C)c1=O
 : 1.2 | 0.1 | 10 | -1 | 10* | 3 | 96 | 105 | -0.2 | -3
[48] Cc1cc(C(=O)NCCN2CCN(c3cccc(Cl)c3)CC2)n(-c2ccccc2)n1
 : 1.1 | -0.8 | 0 | 9 | -8 | 3 | 98 | 93 | -0.3 | 14
[49] COc1ccc(-c2csc(NC(=O)c3nc(-c4ccccc4)oc3C)n2)cc1
 : 0.93 | 1.4 | 3 | 20 | -1 | -2 | 101 | 92 | -0.3 | 9
[50] O=C(CCCc1c[nH]c2ccccc12)Nc1ccc2ccccc2c1
 : 1.3 | 0.9 | 8 | -3 | -1 | -4 | 106 | 101 | -0.3 | -8
[51] CCOC(=O)n1c(=O)n(Cc2cccc(C)c2)c2ccccc21
 : 1.1 | -0.2 | -9 | 6 | -3 | -4 | 102 | 97 | 0.0 | 0
